Compound activity deposited in PubChem BioAssay by several laboratories.
GAA850 FXN act = FXN promoter activators, primary screen, cell-based, luciferase luminescence, HEK293 lucGAA850; HEK293 lucGAA850 FXN promoter luciferase reporter, 24 h; percent of 10 µM SAHA response; activation, % at 6 µM; 0.56% of 360,000 active; AID 540364, 2011;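 active = activation above the average of all compounds screened plus 3 SD, cutoff fixed separately per campaign, cut at about 7.5% in these data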;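 note: 0% = DMSO wells and 100% = 10 µM SAHA wells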
ASAP1 GAP inh = inhibitors of human ASAP1 ArfGAP activity, primary screen, biochemical, fluorescence polarization; ASAP1-stimulated ARF1 GTP hydrolysis, GDP FP detection; inhibition, % at 16.5 µM; 0.19% of 360,000 active; Arf-GAP with SH3 domain, ANK repeat and PH domain-containing protein 1 (Homo sapiens), …; in the data active = inhibition above about 25%;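 note: 0% = vehicle with enzyme and substrate and 100% = no enzyme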
Tn6 DDE FP = inhibitors of Tn6 peptide binding to fibrin DD(E), primary screen, biochemical, fluorescence polarization, human fibrin, Tn6 probe. Fibrin DD(E) TRITC-Tn6 fluorescence polarization displacement. inhibition, % at 8.3 µM. 0.21% of 370,000 active. AID 720509, 2013;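 active = inhibition above a per-campaign cutoff: mean of compounds within control limits plus 3 SD, cut at about 15% in these data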;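 note: 0% = median of all compound wells on the plate and 100% = blocking peptide control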
Target sequence (P02675 whole entry, looked up): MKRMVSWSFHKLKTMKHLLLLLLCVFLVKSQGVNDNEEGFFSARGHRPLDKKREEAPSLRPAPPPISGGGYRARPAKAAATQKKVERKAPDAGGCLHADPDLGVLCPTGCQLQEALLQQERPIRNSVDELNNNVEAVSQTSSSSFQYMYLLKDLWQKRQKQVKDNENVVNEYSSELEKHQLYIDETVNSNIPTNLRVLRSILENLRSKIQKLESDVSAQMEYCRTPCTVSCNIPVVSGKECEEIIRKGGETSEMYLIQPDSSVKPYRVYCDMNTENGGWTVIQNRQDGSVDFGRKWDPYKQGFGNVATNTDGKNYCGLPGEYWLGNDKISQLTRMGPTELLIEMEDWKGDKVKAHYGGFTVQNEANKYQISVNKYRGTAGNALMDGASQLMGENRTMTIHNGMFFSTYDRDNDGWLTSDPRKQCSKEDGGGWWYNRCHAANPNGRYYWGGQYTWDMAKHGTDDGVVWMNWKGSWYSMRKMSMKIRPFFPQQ
rCAG binder = binders of r(CAG) RNA repeats, primary screen, biochemical, fluorescence; 1.3% of 370,000 active; inhibition, % at 3 µM; r(CAG) RNA repeat, TO-PRO-1 dye displacement fluorescence;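 active = inhibition above the plate cutoff, the mean of all test compounds on that plate plus 3 SD, cut at about 35% in these data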;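 note: 0% = DMSO alone and 100% = 100 µM mitoxantrone as full dye displacement; higher means more dye released from RNA so lower well fluorescence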
ADAM10 inh = human ADAM10 inhibitors, primary screen, biochemical, QFRET, HTS; 0.62% of 370,000 active; Disintegrin and metalloproteinase domain-containing protein 10 (Homo sapiens), O14672; inhibition, % at 7 µM; recombinant ADAM10, EDANS/DABCYL FRET peptide cleavage, 3 h;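 active = inhibition above a per-campaign cutoff equal to the mean of compounds falling between control-based bounds plus 3 SD, cut at about 20% in these data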;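 note: 0% = DMSO wells while the 100% control is not disclosed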
HGIII-sPLA2 inh = human group III sPLA2 inhibitors, primary screen, biochemical, QFRET, BODIPY PC-A2 liposome substrate; QFRET BODIPY PC-A2 liposome hydrolysis, fluorescence; inhibition, % at 12.2 µM; 0.56% of 370,000 active; AID 743126, 2013;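 active = inhibition above mean plus 3 SD of compounds lying within the high and low control bounds, cut at about 19% in these data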;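 note: 0% = median of test compound wells and 100% = no enzyme DMSO wells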
GC-A act = GC-A stimulated cGMP production enhancers – HEK293 GC-A cells, cGMP TR-FRET, EC30 ANP, primary screen; 0% at EC30 ANP, 100% saturating ANP; 0.14% of 370,000 active; AID 1671463, 2021; activation, % at 10 µM; in the data active = activation above about 40%
GC-B act = human GC-B receptor activators, primary screen, HEK293 GC-B cells, cGMP TR-FRET, EC30 CNP | Atrial natriuretic peptide receptor 2 (Homo sapiens), P20594 | 0% at EC30 CNP, 100% saturating CNP | activation, % at 10 µM | 0.11% of 370,000 active | AID 1920062, 2024;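 active = activation at 10 µM reaching about 35% in either raw or pattern-adjusted values, limit read from the data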
KLK7 zymogen act = proKLK7 zymogen activators, primary screen, biochemical, fluorescence intensity | purified proKLK7, EDANS-DABCYL substrate fluorescence; 100% is mature enzyme control, 0% vehicle | activation, % at 7 µM | 0.9% of 370,000 active | AID 652039, 2013;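 active = activation above the mean of all tested compounds plus 3 SD, computed per campaign excluding outliers beyond control limits, cut at about 13% in these data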
Target sequence (P49862 whole entry, looked up): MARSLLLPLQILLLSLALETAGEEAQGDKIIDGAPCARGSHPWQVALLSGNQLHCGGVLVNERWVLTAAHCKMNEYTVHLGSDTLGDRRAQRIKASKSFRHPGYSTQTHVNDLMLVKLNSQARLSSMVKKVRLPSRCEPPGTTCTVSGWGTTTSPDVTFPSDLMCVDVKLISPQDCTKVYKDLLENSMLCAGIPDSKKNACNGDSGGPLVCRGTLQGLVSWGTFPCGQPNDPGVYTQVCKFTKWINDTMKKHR
ARFGAP1 inh = inhibitors of rat ARFGAP1 GAP activity, primary screen, biochemical, fluorescence polarization, GDP tracer. ADP-ribosylation factor GTPase-activating protein 1 (Rattus norvegicus), Q62848. Arfgap1-stimulated ARF1 GTP hydrolysis, GDP FP detection. inhibition, % at 16.5 µM. 0.26% of 360,000 active;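 active = inhibition above a per-plate limit, mean inhibition of low control wells plus 3 SD, cut at about 25% in these data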;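 note: 0% = DMSO wells with enzyme and 100% = wells lacking Arfgap1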
Target sequence (Q62848 1-136 limits assumed): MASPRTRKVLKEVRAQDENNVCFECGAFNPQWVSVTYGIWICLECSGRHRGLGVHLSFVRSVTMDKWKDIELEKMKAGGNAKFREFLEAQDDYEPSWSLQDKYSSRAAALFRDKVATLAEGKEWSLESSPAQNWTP
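Material: truncated rat Arfgap1 GAP domain; Incubation: compound-enzyme preincubation 20 min, reaction 120 min, detection 60 min, 25 °C; Read-out: percent inhibition of Arfgap1-stimulated GTP hydrolysis; Technique: FP, GDP Alexa 633 tracer displaced from anti-GDP antibody, 620/688 nm; Controls: No-Arfgap1 wells (100%) versus DMSO full-reaction wells (0%); Replication: single well per compound.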
The depositor's hits bear a star; i = inactive; · = no result given.

Each structure is followed by: ARFGAP1 inh	GC-A act	GC-B act	KLK7 zymogen act	ASAP1 GAP inh	Tn6 DDE FP	GAA850 FXN act	HGIII-sPLA2 inh	rCAG binder	ADAM10 inh
O=[N+]([O-])c1ccc2nc(-c3ccc(OC(F)F)cc3)cn2c1
 : 11	1	3	0.5	0	-4	1.3	-1	2	0
O=C(COC(=O)/C=C/c1ccc2c(c1)OCO2)Nc1ccc(S(=O)(=O)N2CCCC2)cc1
 : 8	-2	-2	-11	0	-7	1.6	-21	10	-117
Cc1cnc(CNC(=O)CC2C(=O)NCCN2Cc2ccccc2F)cn1 (stereo not given)
 : 5	-3	4	-0.2	1	0	1.7	4	-2	-8
CC(=O)N1CCN(c2ccc(NCc3ccc(F)cc3)cc2)CC1
 : 14	-4	-2	-1.4	-15	0	0.4	8	3	-81
COc1cccc(C(=O)NC2CC3CCCC(C2)N3Cc2ccc(C)cc2)c1 (stereo not given)
 : 14	-7	-1	0.0	9	0	-0.9	-2	-1	5
CCOC(=O)c1sc(NC(=O)c2ccccc2F)c(C(N)=O)c1C
 : -14	7	12	-0.6	-13	4	2.6	0	3	6
Cc1nc2cc(-c3ccc(Cl)cc3)nn2c(C)c1CCC(=O)NCc1ccco1
 : -6	2	-13	0.0	9	-5	-9.2	3	4	-8
CSc1nsc(SC)c1NC(=O)OCCc1ccccn1
 : 0	-1	4	-0.2	-5	2	-0.1	4	0	-4
CC1Cc2ccccc2N1CC(=O)Nc1cccc(S(N)(=O)=O)c1 (stereo not given)
 : 2	1	2	-0.4	-11	-4	0.0	3	1	-7
O=C(O)C(NS(=O)(=O)c1cccc2nsnc12)c1ccccc1 (stereo not given)
 : 6	4	6	-0.6	-4	-5	-0.8	3	1	9
COc1cc(NC(=S)N2CCN(C)CC2)c(OC)cc1Cl
 : -8	-1	3	0.2	-6	4	2.9	7	-1	3
COc1ccc(-c2ccnc(SCC(=O)c3ccc(OC)c(OC)c3)n2)cc1
 : -5	-3	0	-0.2	6	7	3.5	-28	3	5
Cc1cc(C)c(C#N)c(SCC(=O)OC2CCCCC2)n1
 : -19	-11	-4	3.2	9	-1	0.4	-1	2	-9
COCCCC1CCN(C(=O)CCc2nnc(CCCCc3ccccc3)o2)CC1
 : 11	-1	-5	0.0	9	4	1.1	2	-10	3
Cc1ccccc1NC(=O)C1CC(Cl)=CCC1C(=O)O (stereo not given)
 : 1	2	2	-0.5	-10	2	0.6	-3	2	-12
NNC(=O)c1ccc(S(=O)(=O)N2CCc3ccccc32)cc1
 : 17	-3	0	0.1	0	5	2.4	0	6	9
CC(CCc1ccccc1)NC(=O)C(=O)NCc1ccccc1 (stereo not given)
 : -3	6	5	-1.1	-4	5	0.9	1	-3	-3
NC(=O)c1ccsc1NC(=O)c1ccco1
 : 0	-1	-2	0.2	-6	1	2.5	0	8	-12
CCCCN(CCCC)c1nc2ccccc2nc1NS(=O)(=O)c1ccc(NC(C)=O)cc1
 : -9	2	3	-0.1	3	-4	-1.3	3	4	-9
CC(C)NC(=O)C1(C#N)C=C1c1ccccc1 (stereo not given)
 : 6	1	-7	-0.5	5	2	·	-12	5	-2
CCOc1ccccc1NC(=O)C1C2CCC3C(CCC21)C3(Cl)Cl (stereo not given)
 : 6	-1	-3	-0.8	-2	-3	-0.5	-5	-1	11
O=C(CCCCCN1C(=O)c2ccccc2C1=O)Nc1ccc(S(=O)(=O)N2CCCCC2)cc1
 : 10	0	-3	0.1	-3	-5	-2.8	-17	1	8
COC(=O)c1nccnc1N
 : -4	4	4	3.6	-25	-8	-0.1	-1	1	i
O=C(CCNC(=O)C1CCN(S(=O)(=O)c2ccc(F)cc2)CC1)NCc1cccnc1
 : 9	-1	1	0.2	10	-1	-0.3	2	-4	-11
COCCNC(=S)N1CCC(C(=O)c2ccc(C)cc2)CC1
 : 8	-2	1	0.0	-4	-3	0.6	12	12	-3
CN(C)Cc1cc(C(C)(C)c2cc(CN(C)C)c(O)c(CN(C)C)c2)cc(CN(C)C)c1O
 : -1	2	8	0.5	-16	3	-0.5	-5	4	3
COc1ccc(NC(=O)CC(C)(C)C)c([N+](=O)[O-])c1
 : 5	0	2	0.0	-5	16*	-0.2	2	1	1
O=C1CN(C(=O)NCC(=O)N2CCCC2)c2ccccc2N1
 : -11	3	4	0.2	-4	7	0.5	5	3	-5
Cc1ccc(Oc2nc3c(c(=O)n(Cc4ccccc4F)c(=O)n3C)n2C)cc1
 : 6	2	6	-0.4	12	4	-0.1	4	-4	0
CCOC(=O)c1c(C)[nH]c(C(=O)OCc2ccccc2)c1C
 : 10	2	-4	-0.2	10	4	4.8	-14	-4	13
CC(=O)Nc1nnc(SCC(=O)N2CCCc3ccccc32)s1
 : 12	-2	1	0.1	7	7	1.4	6	0	-17
COc1cccc(OCC(=O)NC2CCCCCC2)c1
 : 9	-2	1	0.1	-4	-3	0.5	-3	-2	-1
COc1ccc(CNC(=O)c2ccc(S(=O)(=O)N3CCCC3)cc2)cc1OC
 : 4	1	2	0.9	-8	2	-0.3	-3	0	10
O=C(CN1CCN(Cc2ccc(Cl)cc2)C1=O)NCCCN1CCOCC1
 : 4	-4	3	-0.3	-4	1	-11	4	3	-3
NC(=O)CSc1nc(N)c2c3c(sc2n1)CCCCC3
 : 8	-2	-9	-0.4	9	-8	3.6	-2	6	8
O=C(Nc1ccc(Cl)cc1)NC1CCS(=O)(=O)C1 (stereo not given)
 : 11	-7	2	-0.6	12	0	2.2	11	1	-2
Cc1nonc1CC(=O)NC1CC(C)(C)Cc2c1cnn2-c1ccc(F)cc1 (stereo not given)
 : 9	0	0	0.4	14	2	0.5	-1	-5	-11
Cc1ccc(NC(=O)CN2C(=O)NC(C)(c3ccc(Cl)cc3)C2=O)cc1 (stereo not given)
 : 12	0	1	-0.5	4	-5	1.9	-15	0	10
COC(=O)[C@H]1[C@H](c2ccccc2)[C@H](C(=O)OC)O[C@H]1c1ccccc1
 : 3	-5	-6	-0.3	9	0	-0.9	7	-2	9
CC1Cc2ccccc2N1C(=O)COc1ccc2c(c1)OCO2 (stereo not given)
 : 4	1	1	0.1	-4	-5	8.0*	13	3	-12
O=C(CSc1nnc(CNC(=O)c2c(F)cccc2F)o1)c1ccc(Cl)cc1
 : -5	2	3	0.0	-1	9	-0.3	-39	4	-10
CS(=O)(=O)NCCCNc1c(Cl)cccc1[N+](=O)[O-]
 : -11	2	1	-0.4	-7	8	-2.3	4	0	-4
CCC(C)(C)C1CCC2(CC1)NC(=O)N(CC(=O)NCCc1c[nH]c3ccccc13)C2=O (stereo not given)
 : 6	1	-1	-0.5	1	1	-2.3	-31	1	2
COc1ccc(NS(=O)(=O)c2nnc(NC(=O)c3ccccc3F)s2)cc1
 : -3	2	-1	0.0	3	-1	0.4	4	19	-12
Cc1ccc(C(=O)NC(=S)NCc2cccnc2)cc1C
 : -5	7	1	0.2	-6	0	2.8	5	-1	-3
CN(CC(=O)Nc1ccc(Cl)c(C(F)(F)F)c1)C(=O)c1ccccc1SCC(=O)N1CCCC1
 : 2	-3	7	0.2	4	-2	3.3	-9	-4	-1
CCOc1ccc(/C=N/OCC(=O)NCc2cccs2)cc1
 : 2	5	-3	0.2	0	4	-6.4	-3	0	7
Cc1c(CC(=O)N2C[C@H]3C[C@@H](C2)c2cccc(=O)n2C3)c(=O)oc2cc3occ(C(C)(C)C)c3cc12
 : 4	-4	1	3.3	-14	3	-0.9	9	-4	-311
Nc1c(-c2nn[nH]n2)cnn1-c1cc(Cl)cc(Cl)c1
 : -2	1	2	-0.6	10	5	1.5	-12	3	3
COc1ccc(Cl)cc1NC(=O)CN1C(=O)NC2(CCCC2)C1=O
 : -10	-5	0	0.4	7	3	0.5	0	0	4
CCOC(=O)c1ccc(NC(=O)CC2S/C(=N/N=C/c3c[nH]c4ccccc34)NC2=O)cc1 (stereo not given)
 : 10	-9	-14	8.3	20	-4	2.0	-66	78*	-14
CCOc1cc(-c2noc(N)c2C#N)cc(OCC)c1OCC
 : 5	-3	-2	-0.2	-1	-8	-2.7	-11	-1	-21
CCC(Sc1ccc2nnc(CCNS(=O)(=O)c3ccc(OC)cc3)n2n1)C(=O)OC (stereo not given)
 : -5	-1	3	0.0	-3	-1	-1.0	1	-3	-11
O=C(COC(=O)CCOc1ccccc1)NCCC1=CCCCC1
 : 2	8	1	0.4	8	-4	-2.1	-9	-4	-4
O=C(NCCCN1CCOCC1)/C(=C/c1ccco1)NC(=O)c1ccccc1
 : -15	-9	0	-0.1	-12	-4	-2.5	5	-1	4
COc1ccccc1N1CCN(c2cc(=O)n(-c3ccc(Cl)cc3)c(=O)[nH]2)CC1
 : 3	-2	-3	-0.7	-3	0	2.6	7	0	-14
Cc1sc2ncnc(SCC(=O)N3CCC(c4noc5ccc(F)cc45)CC3)c2c1C
 : -8	-3	-2	0.1	22	-2	0.3	3	2	-2
O=C(CSc1nc2ccccc2n1S(=O)(=O)c1cccc([N+](=O)[O-])c1)NCCc1ccccc1
 : 12	-12	2	0.5	-4	0	5.6	5	2	5
CN(c1ccc(C(=O)N2CCOCC2)cc1)S(=O)(=O)c1cccs1
 : 7	4	6	0.2	-8	2	1.2	1	0	10
O=C1CSCC(=O)N1Cc1ccc(Cl)cc1Cl
 : 19	3	4	0.2	-6	-2	1.6	-4	-1	0
Cc1ccc(Cn2c(CN(C)Cc3ccccc3)nc3c2c(=O)n(C)c(=O)n3C)cc1
 : -3	2	8	-0.2	5	-13	1.1	-4	0	6
Cc1ccc(C)c(NC(=O)CCN2CC(C)CC(C)C2)c1 (stereo not given)
 : 2	-5	-3	-0.4	1	10	0.3	-4	4	-8

Just GC-A act (3 entries from above):
structure | GC-A act
CCOc1cc(-c2noc(N)c2C#N)cc(OCC)c1OCC | -3
CCC(Sc1ccc2nnc(CCNS(=O)(=O)c3ccc(OC)cc3)n2n1)C(=O)OC (stereo not given) | -1
O=C(COC(=O)CCOc1ccccc1)NCCC1=CCCCC1 | 8
